Assay outcomes from PubChem BioAssay.
CBFb-RUNX1 inh: inhibitors of human CBF-beta and RUNX1 interaction; Q01196+Q13951; AlphaScreen CBFb-His/RUNX1-biotin binding, biochemical; Potency, µM (highest dose often 59.8 µM), for inactives: top-dose activity, negative = inhibition, usual class: inhibitors; 230,000 tested, under 10 active; AID 1477; also: % of control where 0% means no effect
Target sequence (Q01196 whole entry, looked up): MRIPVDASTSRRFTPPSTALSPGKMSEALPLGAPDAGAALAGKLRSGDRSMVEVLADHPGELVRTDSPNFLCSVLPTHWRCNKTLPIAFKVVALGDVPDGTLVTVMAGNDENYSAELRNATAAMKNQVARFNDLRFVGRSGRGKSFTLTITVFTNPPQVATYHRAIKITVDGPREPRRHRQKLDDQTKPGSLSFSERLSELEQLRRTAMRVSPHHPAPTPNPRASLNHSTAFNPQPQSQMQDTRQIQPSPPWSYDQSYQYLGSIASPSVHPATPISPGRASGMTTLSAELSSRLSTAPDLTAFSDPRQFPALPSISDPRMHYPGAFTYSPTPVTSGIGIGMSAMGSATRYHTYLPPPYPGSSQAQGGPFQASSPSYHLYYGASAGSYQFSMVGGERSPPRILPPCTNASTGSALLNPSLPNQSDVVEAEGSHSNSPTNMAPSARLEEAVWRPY
Target sequence (Q13951 whole entry, looked up): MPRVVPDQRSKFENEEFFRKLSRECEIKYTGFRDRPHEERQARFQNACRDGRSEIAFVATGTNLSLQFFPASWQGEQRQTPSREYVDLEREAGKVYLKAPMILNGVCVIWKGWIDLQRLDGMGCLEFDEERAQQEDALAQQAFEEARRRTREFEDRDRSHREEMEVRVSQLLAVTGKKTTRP
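CBFb-His/RUNX1-biotin, 30 nM each, preincubated 20 min RT; compound 15 min RT; Ni + streptavidin beads 50 ng each, 90 min RT; AlphaScreen read.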
GAA inhib: inhibitors of human lysosomal alpha-glucosidase; P10253; purified human GAA, 4-MU-alpha-glucoside fluorescence; Potency, µM (doses to about 76.9 µM), for inactives: at the highest dose activity change, negative = inhibition, usual class: inhibitors; actives 0.005% (n = 200,000); AID 1466;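 also: potency is read from the fitted curve at half-maximal effect; plate controls were uninhibited enzyme wells for no effect and no-enzyme background for full effect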
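Human alpha-glucosidase, 4 nM, pre-mixed with test compounds before 400 uM 4-methylumbelliferyl substrate; 20 min room temperature at pH 5.0. Fluorescence read after pH 10 stop; AC50 values from Hill-equation fits.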
Lamin A splicing: modulators of lamin A splicing; HeLa LMNA splicing GFP/RFP minigene ratio, 48 h; Potency, µM (top dose mostly 46.1 µM), for the others: at the top dose ratio change, negative = inhibition, most hits filed as inhibitors; actives 0.01% (n = 200,000); active = well fitted inhibition curve with a large enough effect in the signal ratio, with a control signal flat, not every such curve was filed as active; inconclusive = small, poorly fitted or top-dose-only effect, or effect the other way, or a change in a side signal; the % refers to the signal ratio; also: potency is read from the fitted curve at half-maximal effect; % is scaled to controls: 0 for no effect and ±100 for the full control effect
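Read-out is the ratio of GFP to DsRed2 object intensity, acquired by 488 nm laser-scanning cytometry on HeLa lamin A-EGFP minigene reporter cells. Compound incubation 48 hrs at 37 °C in Opti-MEM with 2% FBS; DMSO 0.5% final.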
HTT aggregate: inhibitors of mutant huntingtin aggregate formation in PC12 cells | actives 1.1% (n = 220,000) | PC12 HttQ103-GFP aggregates, Acumen cytometry, 40 h | Potency, µM (doses to about 46.1 µM), without a hit: at the top dose activity change, negative = inhibition, hits mostly inhibitors | AID 1688; also: potency is read from the fitted curve at half-maximal effect; % is scaled to controls: 0 for no effect and ±100 for the full control effect; nearly all actives have a fitted effect of over 60% in size
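Compounds (qHTS titration) were added to PC12 cells expressing an ecdysone-driven HTT exon 1 Q103–GFP fusion after induction with 100 nM tebufenozide. Aggregate formation was measured as GFP objects in cell lysates.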
GAA glycogen mod: GAA glycogen-cleavage inhibition or activation; recombinant GAA, glycogen substrate, Amplex Red glucose oxidase fluorescence; Potency, µM (top dose mostly 76.4 µM), inactives show at the highest dose activity change, negative = inhibition, usual class: inhibitors; actives 0.38% (n = 300,000); AID 2100;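 also: potency is read from the fitted curve at half-maximal effect; 0% = full enzyme reaction and -100% = no-enzyme basal signal; the screen sought inhibitors and activators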
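Recombinant human alpha-glucosidase (4 nM final) hydrolysed bovine liver glycogen (30 ug) for 40 min at 37 C in pH 5.0 citrate/phosphate with 0.01% Tween-20. Released glucose detected by glucose oxidase/Amplex Red, Ex 573/Em 610 nm. Compounds up to 77 uM; AC50 from Hill fits.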
HTT cytoprotect: protects HTT-Q103 PC12 cells, measured by ATP. actives 0.14% (n = 230,000). Potency, µM (titrated, usually from 56.4 µM), without a hit: cytoprotection (ATP increase), actives largely listed as activators. PC12 HTT-Q103 induced, cytoprotection, ATP luminescence, 40 h;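 also: potency is read from the fitted curve at half-maximal effect; % of control where 0% means no effect; nearly all actives have a fitted effect of over 45% in size; toxic huntingtin expression switched on by the ecdysone agonist tebufenozide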
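Compounds were screened for protection of PC12 cells against cell death after tebufenozide induction (100 nM final) of mutant Huntingtin exon 1 (Q103) fused to GFP.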
GAA spleen mod: lysosomal alpha-glucosidase (human) modulation | human spleen homogenate, 4-MU-alpha-glucoside fluorescence | Potency, µM (titrated, usually from 79.9 µM), for inactives: top-dose activity change, negative = inhibition, usual class: inhibitors | actives 0.006% (n = 240,000);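 also: potency is read from the fitted curve at half-maximal effect; 0% = enzyme with vehicle and -100% = no enzyme basal signal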
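Enzyme source: human spleen homogenate, 1 ug/well. Buffer 50 mM citric acid/K phosphate pH 5.0, 0.01% Tween-20. 4-MU-alpha-glucoside 1 mM; 37 C x 40 min; NaOH/glycine stop; fluorescence.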
Active calls of the source: *; [ ] = another dose, or the depositor's remark. Unless noted, calls follow the shape of the dose curve; as a rule, active = well fitted curve in the direction sought with a large enough effect; inconclusive = small, poorly fitted or top-dose-only effect, or another doubt; inactive = no such curve, though single readings can be large; an effect the other way counts as inactive or inconclusive.

Results for CCn1c(=O)c(=O)[nH]c2cc(C(=O)N3CCN(Cc4ccc5c(c4)OCO5)CC3)ccc21 ?
CBFb-RUNX1 inh: 1%; GAA inhib: -5%; HTT aggregate: 5%; GAA glycogen mod: 5%; HTT cytoprotect: -9%; GAA spleen mod: 2%

What do the screens show for `O=C(CSc1nc2ccccc2s1)Nc1ccc(C(=O)O)cc1`?
CBFb-RUNX1 inh: -1%; HTT aggregate: -16%[9.22 µM]; GAA glycogen mod: 1%; HTT cytoprotect: -5%[10 µM]; GAA spleen mod: 5%

What do the screens show for `CC(C)CNS(=O)(=O)c1ccc2c(c1)OCCO2`?
CBFb-RUNX1 inh: 3%; GAA inhib: 4%; Lamin A splicing: -6%; HTT aggregate: 28%; GAA glycogen mod: inconclusive; HTT cytoprotect: 16%; GAA spleen mod: 4%

Results for CCCCCC(=O)N/N=C/c1ccccc1[N+](=O)[O-] ?
CBFb-RUNX1 inh: 7%; GAA inhib: -1%; Lamin A splicing: -3%[46 µM]; HTT aggregate: -3%; GAA glycogen mod: -1%; HTT cytoprotect: 0%[10 µM]; GAA spleen mod: -10%

Results for Cc1ccc(N2C(=O)Nc3ccc(Br)cc3C2(O)C(=O)NCCCN(C)C)cc1C (centres undefined) ?
CBFb-RUNX1 inh: -1%; GAA inhib: -4%; Lamin A splicing: -12%; HTT aggregate: -16%; GAA glycogen mod: -5%; HTT cytoprotect: -1%[10 µM]; GAA spleen mod: -5%

What do the screens show for `CC(=O)c1cc(C)ccc1OC(=O)c1cccnc1`?
CBFb-RUNX1 inh: 14%; GAA inhib: -10%; Lamin A splicing: -6%; HTT aggregate: -11%; GAA glycogen mod: 3%; HTT cytoprotect: -1%; GAA spleen mod: -1%

How did COc1ccc(-c2cc3nc4ccccc4n3c(N)c2C#N)cc1 do in these assays?
CBFb-RUNX1 inh: 4%; GAA inhib: 8%[15.4 µM]; HTT aggregate: -16%[9.22 µM]; GAA glycogen mod: 2%; HTT cytoprotect: 4%[10 µM]; GAA spleen mod: 2%

Results for Cc1ccc(S(=O)(=O)CCC#N)cc1 ?
CBFb-RUNX1 inh: 3%; HTT aggregate: 5%[9.22 µM]; GAA glycogen mod: 0%; HTT cytoprotect: 5%[10 µM]; GAA spleen mod: -5%

Results for COC(=O)N1CCN(c2ccc(C)cc2)C(C)C1 (centres undefined) ?
CBFb-RUNX1 inh: -5%; GAA inhib: 11%; Lamin A splicing: 21%[46 µM]; HTT aggregate: 1%; GAA glycogen mod: 2%; HTT cytoprotect: inconclusive; GAA spleen mod: 3%

What do the screens show for `COc1ccc(NC(=O)COC(=O)CC2CC3CCC2C3)c([N+](=O)[O-])c1` (centres undefined)?
CBFb-RUNX1 inh: inconclusive; GAA inhib: -1%; Lamin A splicing: -10%; HTT aggregate: -7%; GAA glycogen mod: -16%; HTT cytoprotect: 3%[10 µM]; GAA spleen mod: -2%

How did Cc1cc(C(=O)Nc2nccs2)c2cc(F)ccc2n1 do in these assays?
CBFb-RUNX1 inh: 2%; HTT aggregate: 2%[9.22 µM]; GAA glycogen mod: 5%; HTT cytoprotect: 1%[10 µM]; GAA spleen mod: 1%

Results for O=C(Nc1ccccc1F)c1ccncc1 ?
CBFb-RUNX1 inh: -2%; GAA inhib: -1%; Lamin A splicing: -5%; HTT aggregate: -7%; GAA glycogen mod: 6%; HTT cytoprotect: 16%; GAA spleen mod: 4%

How did CC(=O)Cc1nnn(-c2cc(C)on2)n1 do in these assays?
CBFb-RUNX1 inh: 1%; HTT aggregate: 5%[9.22 µM]; GAA glycogen mod: -1%; HTT cytoprotect: 12%[10 µM]; GAA spleen mod: -2%

Results for Cc1cc2cc(CN(Cc3ccco3)C(=O)C3CCCCC3)c(=O)[nH]c2cc1C ?
CBFb-RUNX1 inh: 4%; GAA inhib: -6%; Lamin A splicing: 5%; HTT aggregate: 6%; GAA glycogen mod: 1%; HTT cytoprotect: 4%; GAA spleen mod: -6%

Results for NS(=O)(=O)c1ccc(CNC(=O)c2cc(-c3ccccn3)nc3ccc(Cl)cc23)cc1 ?
CBFb-RUNX1 inh: -2%; GAA inhib: -2%; HTT aggregate: 9%; GAA glycogen mod: -13%; HTT cytoprotect: -18%; GAA spleen mod: -2%

A section from further up, for reference:
How did CC(=O)Cc1nnn(-c2cc(C)on2)n1 do in these assays?
CBFb-RUNX1 inh: 1%; HTT aggregate: 5%[9.22 µM]; GAA glycogen mod: -1%; HTT cytoprotect: 12%[10 µM]; GAA spleen mod: -2%

Results for Cc1cc2cc(CN(Cc3ccco3)C(=O)C3CCCCC3)c(=O)[nH]c2cc1C ?
CBFb-RUNX1 inh: 4%; GAA inhib: -6%; Lamin A splicing: 5%; HTT aggregate: 6%; GAA glycogen mod: 1%; HTT cytoprotect: 4%; GAA spleen mod: -6%

Results for NS(=O)(=O)c1ccc(CNC(=O)c2cc(-c3ccccn3)nc3ccc(Cl)cc23)cc1 ?
CBFb-RUNX1 inh: -2%; GAA inhib: -2%; HTT aggregate: 9%; GAA glycogen mod: -13%; HTT cytoprotect: -18%; GAA spleen mod: -2%

Additional results follow:
Results for COCCNCCOCCOc1cccc(OC)c1 ?
CBFb-RUNX1 inh: 8%; GAA inhib: 4%; Lamin A splicing: 7%; HTT aggregate: -5%; GAA glycogen mod: 0%; HTT cytoprotect: -4%; GAA spleen mod: 6%

How did CCOC(=O)CN1C(=O)NC2NC(=O)NC21 (centres undefined) do in these assays?
CBFb-RUNX1 inh: 7%; GAA inhib: -8%; Lamin A splicing: 1%; HTT aggregate: 4%; GAA glycogen mod: -7%; HTT cytoprotect: 1%; GAA spleen mod: 8%

What do the screens show for `CCC(C)(C)C1CCC2(CC1)NC(=O)N(CC(=O)Nc1nc(-c3ccc(C)cc3)cs1)C2=O` (centres undefined)?
CBFb-RUNX1 inh: -3%; GAA inhib: 5%; Lamin A splicing: 3%; HTT aggregate: 20%; GAA glycogen mod: -1%; HTT cytoprotect: -18%; GAA spleen mod: -10%

How did O=C(COc1c(F)c(F)c(C(F)(F)F)c(F)c1F)Nc1ccc(N2CCOCC2)c(Cl)c1 do in these assays?
CBFb-RUNX1 inh: 10%; GAA inhib: -11%; Lamin A splicing: -24%; HTT aggregate: inconclusive; GAA glycogen mod: -12%; HTT cytoprotect: 24%[10 µM]; GAA spleen mod: -9%

Results for CN(C(=O)c1ccccc1NC(=O)C(F)(F)F)c1ccccc1 ?
CBFb-RUNX1 inh: 2%; GAA inhib: 11%; Lamin A splicing: 10%; HTT aggregate: 3%; GAA glycogen mod: 10%; HTT cytoprotect: -7%; GAA spleen mod: 6%

How did CCn1c(COc2ccc(=O)n(-c3ccccc3)n2)n[nH]c1=S do in these assays?
CBFb-RUNX1 inh: -8%; GAA inhib: -3%; Lamin A splicing: 23%[46 µM]; HTT aggregate: 0%; GAA glycogen mod: -4%; HTT cytoprotect: -19%

Results for COc1ccc(CCNC(=O)CN2CCOc3ccccc32)cc1OC ?
CBFb-RUNX1 inh: 8%[2.36 µM]; GAA inhib: 3%; Lamin A splicing: 5%; HTT aggregate: 1%; GAA glycogen mod: -3%; HTT cytoprotect: -11%; GAA spleen mod: -1%

How did O=C(Nc1c(C(=O)c2ccccc2)oc2ccccc12)c1cc(-c2ccccc2O)n[nH]1 do in these assays?
CBFb-RUNX1 inh: 6%; GAA inhib: -3%; Lamin A splicing: -2%; HTT aggregate: 21%; GAA glycogen mod: 5%; HTT cytoprotect: 8%[0.074 µM]; GAA spleen mod: -4%

What do the screens show for `Cc1cc(C(=S)N2CCOCC2)c(C)n1-c1ccc(Cl)cc1`?
CBFb-RUNX1 inh: -1%; GAA inhib: 4%; Lamin A splicing: inconclusive; HTT aggregate: 13%; GAA glycogen mod: 0%; GAA spleen mod: -10%

Results for Cc1ccc(-c2oc3ncnc(N)c3c2-c2ccc(C)cc2)cc1 ?
CBFb-RUNX1 inh: 0%; GAA inhib: 7%; Lamin A splicing: 12%; HTT aggregate: -15%; GAA glycogen mod: 5%; HTT cytoprotect: -12%; GAA spleen mod: 0%

What do the screens show for `CCn1c(=O)c([N+](=O)[O-])c(NCC2CCCO2)c2ccccc21` (centres undefined)?
CBFb-RUNX1 inh: 6%; HTT aggregate: 15%[9.22 µM]; GAA glycogen mod: 4%; HTT cytoprotect: 2%[10 µM]; GAA spleen mod: 0%

What do the screens show for `CCOC(=O)c1c(N)sc2c1CCC(C)C2` (centres undefined)?
CBFb-RUNX1 inh: 0%; GAA inhib: -3%; Lamin A splicing: inconclusive; HTT aggregate: -20%; GAA glycogen mod: inconclusive; HTT cytoprotect: 10%[10 µM]; GAA spleen mod: 1%

How did O=C(Cn1c(=O)c(=O)n(Cc2ccccc2)c2ccc(Cl)cc21)Nc1cc(F)ccc1F do in these assays?
CBFb-RUNX1 inh: 4%; GAA inhib: -5%; Lamin A splicing: -8%[46 µM]; HTT aggregate: 3%; GAA glycogen mod: 1%; GAA spleen mod: -13%

What do the screens show for `COc1ccc2[nH]c3c(=O)n4c(nc3c2c1)SCCC4`?
CBFb-RUNX1 inh: -2%; GAA inhib: inconclusive; Lamin A splicing: inconclusive; HTT aggregate: -27%; GAA glycogen mod: 1%; HTT cytoprotect: inconclusive; GAA spleen mod: -2%

Results for CCOC(=O)c1ccc(S(=O)(=O)N2CCN(S(=O)(=O)CC)CC2)cc1 ?
CBFb-RUNX1 inh: -5%; GAA inhib: -6%; Lamin A splicing: 15%; HTT aggregate: -14%; GAA glycogen mod: 0%; HTT cytoprotect: 2%; GAA spleen mod: -6%

How did COc1ccc(NC(=O)Nc2nnc(C(C)C)s2)cc1 do in these assays?
CBFb-RUNX1 inh: 4%; GAA inhib: 4%; Lamin A splicing: inconclusive; HTT aggregate: -16%; GAA glycogen mod: 1%; HTT cytoprotect: -11%; GAA spleen mod: 4%

Results for Cn1nc([N+](=O)[O-])nc1Sc1ccc(C(C)(C)C)cc1 ?
CBFb-RUNX1 inh: -1%; GAA inhib: 1%; Lamin A splicing: 17%; HTT aggregate: -25%; GAA glycogen mod: 1%; HTT cytoprotect: -2%; GAA spleen mod: 0%

Results for O=C(Cn1cnc2c(nnn2Cc2ccc(Cl)cc2)c1=O)NC1CCCC1 ?
CBFb-RUNX1 inh: 1%; GAA inhib: -8%; Lamin A splicing: 1%; HTT aggregate: 2%; GAA glycogen mod: 3%; HTT cytoprotect: -9%; GAA spleen mod: 4%
